TDP1 cell noCPT = qHTS for Inhibitors of human tyrosyl-DNA phosphodiesterase 1 (TDP1): qHTS in cells in absence of CPT; DT40 Tdp1-/- hTDP1 cells, no CPT, ATP luminescence, 48 h; Potency, µM (doses to about 46.2 µM), for inactives: top-dose activity change, negative = growth inhibition, usual class: inhibitors; 420,000 tested, 15% active; also: nearly all actives have a fitted effect of over 55% in size
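Chicken DT40 Tdp1-/- cells complemented with human TDP1, screened without camptothecin (DMSO vehicle only), 400 cells/well. Compounds pin-transferred, cells incubated at 37 °C for at least 48 hr. Growth read as ATP-dependent luminescence (CellTiter-Glo, 30 min at RT).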
GCN5L2 inh = inhibitors of human GCN5L2 histone acetyltransferase; Potency, µM (doses to about 58.9 µM), for inactives: top-dose activity change, negative = inhibition, actives largely listed as inhibitors; 390,000 tested, 0.21% active; Q92830; GCN5L2 HAT assay, ThioGlo1 CoA-SH fluorescence
Target sequence (Q92830 whole entry, looked up): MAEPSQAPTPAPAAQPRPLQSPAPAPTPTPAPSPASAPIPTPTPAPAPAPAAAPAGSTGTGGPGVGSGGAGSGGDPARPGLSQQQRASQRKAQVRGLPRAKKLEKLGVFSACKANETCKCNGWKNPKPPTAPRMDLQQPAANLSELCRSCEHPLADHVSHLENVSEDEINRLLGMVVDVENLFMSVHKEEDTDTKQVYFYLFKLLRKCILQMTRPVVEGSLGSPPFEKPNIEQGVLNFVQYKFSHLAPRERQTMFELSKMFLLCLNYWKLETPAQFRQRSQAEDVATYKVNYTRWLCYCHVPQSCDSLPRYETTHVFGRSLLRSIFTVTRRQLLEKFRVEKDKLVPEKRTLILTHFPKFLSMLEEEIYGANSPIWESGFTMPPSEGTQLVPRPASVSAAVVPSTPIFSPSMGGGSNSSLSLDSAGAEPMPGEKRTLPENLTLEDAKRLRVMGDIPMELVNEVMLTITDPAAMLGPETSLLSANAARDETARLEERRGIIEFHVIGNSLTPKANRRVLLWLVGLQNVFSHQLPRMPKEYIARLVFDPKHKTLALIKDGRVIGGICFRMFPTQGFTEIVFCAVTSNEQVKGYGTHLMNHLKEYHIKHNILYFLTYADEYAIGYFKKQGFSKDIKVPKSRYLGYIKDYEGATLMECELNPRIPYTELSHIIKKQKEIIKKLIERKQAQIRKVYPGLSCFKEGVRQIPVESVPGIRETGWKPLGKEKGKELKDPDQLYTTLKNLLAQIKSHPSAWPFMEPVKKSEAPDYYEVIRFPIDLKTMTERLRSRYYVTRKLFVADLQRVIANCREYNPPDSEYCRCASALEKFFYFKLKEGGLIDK
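Titration-based screen in which CoA formation is detected via maleimide probe ThioGlo1 (50uM) turning fluorescent on thiol reaction; substrates H3(1-25) 75uM and acetyl-CoA 70uM, GCN5L2 20nM, 20 min incubation at room temperature.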
TDP1 cell CPT = growth inhibition of DT40 Tdp1-/-;hTDP1 cells with camptothecin (screen for TDP1 inhibitors). chicken DT40 Tdp1-/-;hTDP1 cells + 20 nM CPT, ATP luminescence, 48 h. 420,000 tested, 12% active. Potency, µM (highest dose often 46.2 µM), for inactives: at the top dose activity change, negative = growth inhibition, hits mostly inhibitors. AID 686979; also: nearly all actives have a fitted effect of over 55% in size
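Chicken DT40 Tdp1-/- cells stably complemented with human TDP1 were seeded at 400 cells/well in medium containing 20 nM camptothecin, exposed to pin-transferred compounds, and grown at 37 °C for at least 48 hr. Viability was read as ATP luminescence.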
Starred values were filed as active, the others as inactive; ? = inconclusive; . = not tested or not shown; & = joins results of further samples; [ ] = dose if it differs, or a comment. Calls follow the shape of the dose curve; as a rule, active = well fitted curve in the direction sought with a large enough effect; inconclusive = small, poorly fitted or top-dose-only effect, or another doubt; inactive = no such curve, though single readings can be large; an effect the other way counts as inactive or inconclusive. % is scaled to controls: 0 for no effect and ±100 for the full control effect; potency is read from the fitted curve at half-maximal effect.

SMILES | TDP1 cell noCPT | GCN5L2 inh | TDP1 cell CPT
CCCC(=O)Nc1ccc2nc(SCC(=O)Nc3ccc(N4CCOCC4)c(Cl)c3)sc2c1 | 16µM* | 22% | -82%
CCCn1c(CCC(=O)Nc2ccccc2Cc2ccccc2)nc2cc(S(=O)(=O)N3CCOCC3)ccc21 | 23µM* | -11% | 16µM*
CCC(C)(C)n1nnnc1C(c1ccc(OC)c(OC)c1)N1CCN(c2ccc(OC)cc2)CC1 (centres undefined) | ? | -2% | ?
CCCCc1cc(C(=O)Cc2ccccn2)c(O)cc1O | ? | -18% | -15%
CC(C)OC(=O)CC12CN3CC(CC(=O)OC(C)C)(CN(C1)C(=O)c1ccccc1C3=O)C2=O | -1% | -2% | 6%
CS(=O)(=O)Cc1ccc(C(=O)NC(c2ccccc2)c2ccccc2)cc1 | -18% | -3% | -7%
CN1C(=O)c2ccc(Oc3ccccc3)cc2C1=O | -7% | . | 18%
CCCc1nc2c(Cl)cc(C(F)(F)F)cn2c1Cc1ccc(OC)cc1C | 16µM* | . | 21µM*
CCOC(=O)c1c(S(=O)(=O)NCCc2ccc(OC)c(OC)c2)c(C)n(C)c1C | 9% | -3% | -13%
O=C(NCc1ccc(Cl)cc1)C1CCN(S(=O)(=O)N2CCOCC2)CC1 | -16% | 0% | -10%
CC(C)CN(CCCNC(=O)CN1C(=O)COc2ccc(S(=O)(=O)N3CCCCCC3)cc21)CC(C)C | -7% | -8%&-3% | -25%
CC(C)(C(=O)N[C@H](CO)c1ccccc1)C(=O)N[C@H](CO)c1ccccc1 | 5% | -22% | 1%
Clc1cccc(-c2nnc3n2CCCCC3)c1 | -2% | -3% | 8%
CCCCN1C(=S)SC(C)(C)C1/[N+]([O-])=C/c1cccnc1 (centres undefined) | -15% | -6% | 4%
CCCOC(=O)C1=C(C)N(C)C(=O)NC1c1cc2c(cc1Br)OCO2 (centres undefined) | -15% | -4% | -26%
Cc1ccc(CNC(=O)CSc2nc3ccccc3c(=O)n2CC2CCCO2)cc1 (centres undefined) | ? | -8% | ?
Cc1oc(-c2ccccc2F)nc1CS(=O)(=O)CC(=O)NCCc1ccc(Cl)cc1 | -27% | -24% | ?
CCCn1c(=O)c(C(=O)Nc2cccc(C)c2)c(O)c2ccccc21 | ? | -3% | ?
CCOC(=O)CSc1nnc(CCc2nc3ccccc3[nH]2)n1C | -2% | 0% | 6%
CCOc1ccc(CCNC(=O)c2cnc3sc(N(CC)CC)nn3c2=O)cc1OCC | ? | -13% | -8%
COc1cc(NC(=O)COC(=O)c2cnccn2)c(C)cc1[N+](=O)[O-] | -20% | ? | 3%
COc1ccc(C2=C(C)C(=NCCCN3CCN(c4cc(Cl)ccc4C)CC3)NS2(=O)=O)cc1 | 8.2µM* | -9% | 6.5µM*
CNC(=O)c1nnc(Cc2ccc(Cl)cc2)o1 | -3% | -7% | 6%
CCC(c1nnnn1Cc1ccco1)N(Cc1ccccc1OC)Cc1cc2cc(C)ccc2[nH]c1=O (centres undefined) | 23µM* | -6% | ?
CN(C)c1ccc(C(=O)N2CC(=O)N(CCc3ccccc3)C(=O)C2)cc1 | -3% | -3% | -6%
Cc1ccc(C)c(-c2cc(C(=O)N/N=C/c3cccnc3)c3ccccc3n2)c1 | ? | -9% | ?
O=C(CC(NC(=O)OCc1ccccc1)C(=O)OCc1ccccc1)OCc1ccccc1 (centres undefined) | -6% | . | 7%
COc1ccc(-n2c(SCC(=O)Nc3ccccc3)nnc2-c2ccc(NS(=O)(=O)c3ccc(C)cc3)cc2)cc1 | ? | -14%[0.501 µM] | ?
O=S(=O)(NCc1ccc(F)cc1)c1ccc(N2CCCCS2(=O)=O)cc1 | 21µM* | 1% | 23µM*
CCCCCn1c(=O)[nH]c2cc(C(=O)N3CCN(c4cccc(C)c4)C(C)C3)ccc2c1=O (centres undefined) | 9.2µM* | -9% | 21µM*
Cc1ccc(C2(c3ccccc3)NC(=O)N(CC(=O)NC3CCCCC3)C2=O)cc1C (centres undefined) | 18µM* | -2% | ?
COCCN(CCOC)Cc1c(C)[nH]c2c(C)c(C)ccc2c1=O | -4% | -5% | 1%
CCN(CC)c1ccc(NC(=O)CN2CCN(c3ccccc3OC)CC2)cc1 | 16µM* | -4% | 21µM*
CN(C)c1ccc(CNC(=O)CCS(=O)(=O)c2ccc3c(c2)n(C)c(=O)c(=O)n3C)cc1 | -3% | -4% | -10%
c1ccc(NC2=NCCN2CC2CCCC2)cc1 | -17% | 0% | -24%
COc1ccc(C(c2nnnn2-c2ccc(OC)cc2)N2CCN(C/C=C/c3ccccc3)CC2)cc1 (centres undefined) | ? | . | ?
CCN(CC)S(=O)(=O)c1ccc2[nH]cc(C(=O)NC3CC3)c(=O)c2c1 | ? | 1% | ?
CCC(Sc1nc2c(sc3ccccc32)c(=O)n1CCc1ccccc1)C(=O)N(CC)CC (centres undefined) | ? | -2% | -26%
CCOC(=O)c1c[nH]c2ccc3ccccc3c2c1=O | ? | -18% | ?
CCCCc1ccc(NC(=O)COC(=O)c2ccccc2OCC(=O)Nc2ccc(Br)cc2)cc1 | ? | . | 11µM*
CCN(CC)S(=O)(=O)c1cccc(-c2nnc(SCCCC(=O)c3ccc(F)cc3)o2)c1 | ? | -3% | ?
Cc1ccc(-n2c(COc3cccc(C)c3)n[nH]c2=S)cc1 | ? | 8% | ?
CCn1c(=O)cc(SCC(=O)Nc2ccc(OC)c(OC)c2)c2ccccc21 | 23µM* | 0% | 18µM*
Cc1ccc(/C=N/NC(=O)c2ccccc2OCc2cccc(Br)c2)o1 | 7.3µM* | -9% | 6.5µM*
CC(=O)N1CCC2(CC1)CC(=O)c1cc(OCC(=O)N3CCCC3)ccc1O2 | -6% | -21% | -11%
O=C(NN1C(=O)c2ccccc2C1=O)c1ccncc1 | 21% | 7% | 3%
O=C(Nc1nc2nc(-c3ccccc3)cc(-c3ccccc3)n2n1)c1ccco1 | 23µM* | -14% | 23µM*
O=C(CCC(=O)N/N=C/c1c[nH]c2ccccc12)NCc1ccccc1 | -20% | 1% | -8%
O=c1[nH]c(-c2ccccc2Cl)nc2c1sc(=S)n2-c1ccccc1 | ? | -18% | -10%
C/C=C/COc1nc2c(c(=O)n(C)c(=O)n2C)n1C | 15µM* | -3% | 23µM*

New compounds follow.
SMILES | TDP1 cell noCPT | GCN5L2 inh | TDP1 cell CPT
Cc1cccc(CN(C)C)c1CC(O)(c1ccccc1)c1ccccc1 | ? | . | ?
CCC(CO)n1c(SCc2cc(=O)oc3cc(C)ccc23)nc2ccccc2c1=O (centres undefined) | ? | -5% | ?
CC(=O)OC(C(=O)NC1CCCCC1)c1ccc(Cl)c(Cl)c1 (centres undefined) | 1% | -5% | -17%
Cc1ccc(CNC(=O)CCn2ccc3cc(S(=O)(=O)N4CCCC4)ccc32)cc1 | ? | -5%&-8% | ?
CCC(NC(=O)c1cccc(Cn2cc([N+](=O)[O-])cn2)c1)c1ccc(C(C)C)cc1 (centres undefined) | -20% | -23% | -19%
O=C(NC1=NCCS1)c1cccc(NC(=O)c2ccco2)c1 | 7% | -6% | -11%
COc1ccc(OC)c(S(=O)(=O)Nc2c(F)cccc2F)c1 | 0% | -3% | -13%
Cc1cc(C)c(S(=O)(=O)NCCc2cc3cc(C)c(C)cc3[nH]c2=O)c(C)c1 | -22% | -2% | -10%
O=C(CNS(=O)(=O)c1ccccc1)N1CCCC1 | -1% | 1% | -1%
N#Cc1c(N(CCO)CCO)nc(N)c2c(N)nc3c(c12)CC(=O)N3Cc1cccs1 | ? | -13% | ?
O=C(CCSCCc1ccccn1)Nc1ccc(Br)cn1 | -17% | 0% | -2%
O=S(=O)(c1ccccc1)c1nc(Nc2cccc(O)c2)sc1Cl | ? | -5% | ?
NC(=O)c1ccc(NC(=O)COC(=O)CCCc2c[nH]c3ccccc23)cc1 | -3% | -4% | -12%
O=C(CCC(=O)OCC(=O)c1ccc(F)cc1)NC1CCCCC1 | -6% | -1% | -7%
CCOC(=O)C(=O)Nc1ccccc1C(=O)NCc1ccccc1 | 2% | -2% | 1%
CCc1ccc(C(=O)CC2(O)C(=O)N(CCc3ccccc3)c3ccc(Cl)cc32)cc1 (centres undefined) | 16µM* | -10% | 18µM*
CN(C(=O)CSc1nc(N)nn1-c1ccccc1)c1ccccc1 | 2% | -4% | -16%
COc1cccc(NC(=O)CSc2nnc(Cn3c(=O)sc4ccccc43)n2C)c1 | 0% | -4% | -25%
CC(C)CNC(=S)N1CCN(c2nc(-c3ccc(Cl)cc3)cs2)CC1 | 16µM* | -4% | ?
CCOC(=O)c1ccc(NC(=O)CSc2nc(N)c(NC(=O)c3ccc(Br)o3)c(=O)[nH]2)cc1 | -16% | -23% | 0%

Arranged by molar mass (ascending): part of the list above.
SMILES | TDP1 cell noCPT | GCN5L2 inh | TDP1 cell CPT
O=C(CNS(=O)(=O)c1ccccc1)N1CCCC1 | -1% | 1% | -1%
O=C(NC1=NCCS1)c1cccc(NC(=O)c2ccco2)c1 | 7% | -6% | -11%
CCOC(=O)C(=O)Nc1ccccc1C(=O)NCc1ccccc1 | 2% | -2% | 1%
COc1ccc(OC)c(S(=O)(=O)Nc2c(F)cccc2F)c1 | 0% | -3% | -13%
O=C(CCC(=O)OCC(=O)c1ccc(F)cc1)NC1CCCCC1 | -6% | -1% | -7%
CN(C(=O)CSc1nc(N)nn1-c1ccccc1)c1ccccc1 | 2% | -4% | -16%
O=C(CCSCCc1ccccn1)Nc1ccc(Br)cn1 | -17% | 0% | -2%
O=S(=O)(c1ccccc1)c1nc(Nc2cccc(O)c2)sc1Cl | ? | -5% | ?
Cc1cc(C)c(S(=O)(=O)NCCc2cc3cc(C)c(C)cc3[nH]c2=O)c(C)c1 | -22% | -2% | -10%
CCC(NC(=O)c1cccc(Cn2cc([N+](=O)[O-])cn2)c1)c1ccc(C(C)C)cc1 (centres undefined) | -20% | -23% | -19%
CCc1ccc(C(=O)CC2(O)C(=O)N(CCc3ccccc3)c3ccc(Cl)cc32)cc1 (centres undefined) | 16µM* | -10% | 18µM*
N#Cc1c(N(CCO)CCO)nc(N)c2c(N)nc3c(c12)CC(=O)N3Cc1cccs1 | ? | -13% | ?
COc1cccc(NC(=O)CSc2nnc(Cn3c(=O)sc4ccccc43)n2C)c1 | 0% | -4% | -25%

Next records follow.
SMILES | TDP1 cell noCPT | GCN5L2 inh | TDP1 cell CPT
CCS(=O)(=O)N1CCC(NC(=O)C(Cc2cccc(OC)c2OC)NC(C)=O)CC1 (centres undefined) | 3% | -4% | -4%
Cc1ccc(S(=O)(=O)N(C)C)cc1NC(=O)COC(=O)CNC(=O)c1cccs1 | -1% | -2% | -7%
CCOC(=O)[C@@H]1[C@H]2COc3cc(OC)ccc3[C@H]2N2C(=O)N(c3ccccc3)C(=O)[C@]12C | -1% | 0% | 6%
O=c1c2ccc(Cl)cc2nc(-c2cccc(C(F)(F)F)c2)n1O | 3.7µM* | -17% | 4.1µM*
CC(=O)C[C@H]1c2cc(C(F)(F)F)ccc2S(=O)(=O)N1C1CCCCC1 | 21µM* | . | 16µM*
CCCNC(=O)c1ccc2c(=O)n(Cc3ccco3)c(=S)[nH]c2c1 | -19% | 0% | 1%
O=C(CSc1nnc(-c2ccccc2)o1)Oc1ccc(Br)cc1 | -11% | 0% | -30%
Cc1cc(O)c(C(c2ccc(F)cc2)N2CCCCC2)c(=O)n1Cc1ccco1 (centres undefined) | -1% | -12% | -9%
CC(OC(=O)c1cc2sccc2n1C)C(=O)NCC1CCCO1 (centres undefined) | -8% | -4% | -25%
CC(=O)c1cccc(NC(=O)N2CCC(CN3CCCCC3)CC2)c1 | 3% | -1% | 20%
O=C(NNC1=Nc2ccccc2SC1)c1ccc(F)cc1 | 23µM* | -6% | ?
CC1(C)C2([N+](=O)[O-])CN3CC1([N+](=O)[O-])CN(C2)C3C(O)C(O)C(O)CO (centres undefined) | ? | -3% | -10%
COc1cc(C(=O)Nc2nnc(CC(C)(C)C)s2)cc(OC)c1OC | ? | -4% | 13µM*
Nc1nc(SCC(=O)Nc2ccc(Cl)cc2)[nH]c(=O)c1-c1ccccc1 | -10% | -5% | -1%
Cc1cc(NC(=O)c2c(Br)cnn2C)no1 | 16% | -19% | -12%
Nc1c(N(Cc2ccccc2)C(=O)COc2ccc([N+](=O)[O-])cc2)c(=O)[nH]c(=O)n1Cc1ccccc1 | ? | . | 5.8µM*
COc1cccc(C(O)c2nc3ccccc3n2C(C)C)c1 (centres undefined) | -19% | -22% | -10%

High-throughput results: PubChem BioAssay, National Center for Advancing Translational Sciences (NCATS)

Only part of the results is shown, so the mix of outcomes need not match the whole.
